Assay outcomes: PubChem, National Center for Advancing Translational Sciences (NCATS)
DRD3 agonist: qHTS of D3 Dopamine Receptor Agonist: qHTS. AID 652048, 2013. D3R DiscoveRx beta-arrestin cells, luminescence, 90 min. 0.58% of 410,000 active. D(3) dopamine receptor (Homo sapiens), P35462. max activation, %; in the data active means max activation above about 30%; further: 0% is about no effect; mostly tested at two doses, the higher about 12 µM
Target sequence (P35462 whole entry, looked up): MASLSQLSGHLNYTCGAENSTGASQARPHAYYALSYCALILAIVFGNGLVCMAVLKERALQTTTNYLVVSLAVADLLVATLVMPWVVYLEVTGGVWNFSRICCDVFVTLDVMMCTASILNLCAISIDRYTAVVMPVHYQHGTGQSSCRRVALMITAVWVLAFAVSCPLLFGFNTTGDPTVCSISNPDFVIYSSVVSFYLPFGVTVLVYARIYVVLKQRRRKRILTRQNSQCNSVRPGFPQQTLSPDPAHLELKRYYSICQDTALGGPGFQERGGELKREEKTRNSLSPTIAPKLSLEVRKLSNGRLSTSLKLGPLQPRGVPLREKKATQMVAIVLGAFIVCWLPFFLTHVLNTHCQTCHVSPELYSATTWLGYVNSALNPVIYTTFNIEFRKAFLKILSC
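Agonist mode: compounds and dopamine controls were applied to plated cells for 90 min at 37 degrees C after an overnight attachment at 1500 cells/well. Luminescent read-out followed 30 - 60 minutes at room temperature with DiscoveRx detection reagent.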
GLP-1R inv ag: qHTS of GLP-1 Receptor Inverse Agonists (Inhibition Mode); 1.6% of 410,000 active; Potency, µM (highest dose often 38.3 µM), for the others: at the highest dose activity change, negative = inhibition, usual class: inhibitors; HEK293 GLP-1R CRE-luciferase, luminescence, 24 h; GLP-1R form is constitutively active; Glucagon-like peptide 1 receptor (Homo sapiens), P43220; further: potency means the concentration at half of the fitted maximal effect; on the % scale 0 is the no-effect control and ±100 the full control effect; nearly all actives have a fitted effect of over 55% in size
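GLP-1R inverse agonism mode: basal reporter luminescence in engineered HEK293 cells measured after one day of compound exposure at 37 deg C, with a 12 min room-temperature detection step.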
GLP-1R agonist: qHTS of GLP-1 Receptor Agonists; Glucagon-like peptide 1 receptor (Homo sapiens), P43220; Potency, µM (doses to about 45.6 µM), inactives show top-dose activation, usual class: activators; HEK293 GLP-1R CRE-luciferase, luminescence, 4-6 h; cells express a hypersensitive GLP-1R form; 0.007% of 380,000 active; further: potency means the concentration at half of the fitted maximal effect; % of control where 0% means no effect
PI5P4K alpha inh: qHTS for Inhibitors of phosphatidylinositol 5-phosphate 4-kinase (PI5P4K). Phosphatidylinositol 5-phosphate 4-kinase type-2 alpha (Homo sapiens), P48426. PI5P4Kalpha enzyme, ADP-Glo luminescence, 60 min; hits give low values. max response, %. 1.2% of 330,000 active. AID 652105, 2013; active means max response of -50% or lower; inconclusive means between -30% and -50%; inactive means -30% or higher; further: value at the top dose of about 77 µM; on the % scale 0 is the no-effect control and ±100 the full control effect
Target sequence (P48426 whole entry, looked up): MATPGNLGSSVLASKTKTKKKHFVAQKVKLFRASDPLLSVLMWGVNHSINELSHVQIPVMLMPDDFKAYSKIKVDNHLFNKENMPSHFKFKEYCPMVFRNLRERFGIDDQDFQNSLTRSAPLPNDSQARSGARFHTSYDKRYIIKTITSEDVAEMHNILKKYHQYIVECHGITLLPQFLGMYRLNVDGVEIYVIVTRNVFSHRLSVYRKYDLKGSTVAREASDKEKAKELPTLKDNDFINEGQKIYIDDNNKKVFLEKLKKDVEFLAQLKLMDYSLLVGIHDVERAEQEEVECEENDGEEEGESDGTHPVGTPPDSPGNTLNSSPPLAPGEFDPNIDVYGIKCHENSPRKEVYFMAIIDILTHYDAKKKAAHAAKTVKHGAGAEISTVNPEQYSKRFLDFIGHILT
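ADP-Glo luminescence end-point after a 60 min room-temperature kinase reaction. PI5P4Kalpha and substrate in HEPES pH 7.4 buffer with EGTA, 0.1% CHAPS and 5% DMSO; ATP at 5 microM final.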
HEK293 tox: qHTS of GLP-1 Receptor Inverse Agonists: Cytotox Screen | AID 624418, 2012 | Potency, µM (titrated, usually from 38.3 µM), inactives show at the highest dose activity change, negative = inhibition, usual class: inhibitors | 0.13% of 410,000 active | HEK293 cAMP-luciferase reporter cells, luminescence, 24 h;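 further: loss of luciferase light is scored as toxicity; potency means the concentration at half of the fitted maximal effect; on the % scale 0 is the no-effect control and ±100 the full control effect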
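Cells in DMEM/10% Nu serum/1% pen-strep, 1536-well format. Pre-incubated 12 h, dosed with 23 nL compound, incubated a further 24 h. Luciferase detection, 12 min at room temp, luminescence.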
D3 antag: qHTS of D3 Dopamine Receptor Antagonist: qHTS; max response, negative = inhibition, %; AID 652054, 2013; 2.5% of 360,000 active; D3R cells, DiscoveRx beta-arrestin luminescence, antagonist mode; hits give low values; D(3) dopamine receptor (Homo sapiens), P35462; in the data active means max response below about -50%; inconclusive means no clear call, values can overlap the other calls; further: on the % scale 0 is the no-effect control and ±100 the full control effect; mostly tested at two doses, the higher about 12 µM
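Cells plated overnight at 1500 cells/well, then exposed to library compounds with dopamine controls for 90 minutes at 37 degrees C. DiscoveRx reagent added for 30–60 minutes at room temperature; luminescence read, quantitative HTS format.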
WRN inhibitor: qHTS for Inhibitors of WRN Helicase; Bifunctional 3'-5' exonuclease/ATP-dependent helicase WRN (Homo sapiens), Q14191; WRN helicase unwinding, fluorescent forked duplex, kinetic; Potency, µM (highest dose often 114 µM), for inactives: at the highest dose activity change, negative = inhibition, actives largely listed as inhibitors; 0.46% of 360,000 active; further: potency means the concentration at half of the fitted maximal effect; on the % scale 0 is the no-effect control and ±100 the full control effect; nearly all actives have a fitted effect of over 55% in size
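Kinetic fluorescence helicase assay: unwinding of a quenched forked DNA duplex (100 nM final) with 2 mM ATP final raises red fluorescence (525/598 nm). Compounds sat 15 min at room temperature with 20 nM WRN beforehand.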
PLK1 PBD inh: qHTS for Inhibitors of PLK1-PDB (polo-like kinase 1 - polo-box domain): Primary Screen | Serine/threonine-protein kinase PLK1 (Homo sapiens), P53350 | Plk1 PBD binding of FITC phosphopeptide, fluorescence polarization | Potency, µM, without a hit: max response, negative = inhibition, most hits filed as inhibitors | 2.8% of 360,000 active; further: potency means the concentration at half of the fitted maximal effect; series mostly up to about 57 µM; on the % scale 0 is the no-effect control and ±100 the full control effect; nearly all actives have a fitted effect of over 65% in size
IL2 activator: qHTS of IL-2 Activators; IL-2 activation reporter assay, cell-based qHTS; stimulated with anti-CD3/CD4/CD28 beads; in transgenic mouse T cells; activation, % (series mostly up to about 46 µM); 0.065% of 360,000 active; AID 652025, 2013; in the data active means activation above about 50%; inconclusive means mostly about 30% to 49%; further: 0% is about no effect
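Unstimulated transgenic mouse T cells preincubated 60 min with compound, then stimulated with anti-CD3/anti-CD4-coated beads plus anti-CD28 for 18 h at 37 degrees C. IL-2 response read as EGFP and DsRed fluorescence by plate cytometry.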
* hit, by the source's call; ? = inconclusive; . = not tested or not shown; [ ] = another dose, or the depositor's remark. Unless noted, the call rests on the fitted dose curve; in most records, active means well fitted curve in the direction sought with a large enough effect; inconclusive means small, poorly fitted or top-dose-only effect, or another doubt; inactive means no such curve, though single readings can be large; an effect the other way counts as inactive or inconclusive.

Order of results: DRD3 agonist	GLP-1R inv ag	GLP-1R agonist	PI5P4K alpha inh	HEK293 tox	D3 antag	WRN inhibitor	PLK1 PBD inh	IL2 activator
> N#C/C(Cn1c[n+](NC(=O)Nc2ccccc2)cn1)=N/O
  -2	-4%	-2%	.	11%	-12	1%	-5%	-1.0
> COc1ccc(/C(O)=C2/C(=O)C(=O)N(CCN3CCNCC3)C2c2cccc([N+](=O)[O-])c2)cc1 (stereo not given)
  -6	-3%	-4%	-9	7%	-18	-33%	-12%	0.6
> C=CCOc1ccc(C2/C(=C(/O)c3ccc4c(c3)CC(C)O4)C(=O)C(=O)N2CCCN2CCOCC2)cc1 (stereo not given)
  5	4%	2%	-11	-11%	1	-3%	-11%	-0.4
> C/C(=N\NC(=O)c1cc(C)nc2ccccc12)c1ccc([N+](=O)[O-])cc1
  -3	31%	3%	-3	-5%	1	2%	1%	-3.4
> COc1ccc(Nc2cc(C(=O)NCCCN3CCN(C)CC3)c3ccccc3n2)c(OC)c1
  -32	?	3%	7	69%[activator]	?	-6%	-10%	-1.9
> Cc1ccc(N2CCC3CC2c2cc(-c4ccc(C(F)(F)F)cc4)ccc23)cc1 (stereo not given)
  5	-4%	-5%	4	6%	-13	-1%	2%	0.1
> O=C(O)CC1(CC(=O)Nc2cc(F)ccc2Cl)CCCCC1
  1	1%	-4%	-5	1%	1	10%	5%	1.4
> O=C(/C=C/c1cccs1)NCc1ccc2c(c1)OCO2
  -7	-2%	10%	2	-1%	-9	2%	-10%	-2.3
> C=CCN(CC(=O)NCc1ccc(OC)cc1)C(=O)c1csnn1
  -7	0%	-8%	.	12%	-19	-10%	-8%	-1.7
> CCOC(=O)c1ccc(S(=O)(=O)Nc2cc(C(=O)O)ccc2Cl)cc1
  3	14%	-1%	5	22%	-17	-14%	?	0.9
> Cc1cccc(-c2noc(-c3ccc(Cl)cc3[N+](=O)[O-])n2)c1
  4	-3%	15%	-4	44%[activator]	-9	7%	-14%	-0.2
> CC(C)CCSc1nnc(N)s1
  2	18%	-6%	1	3%	47	-3%	-1%	0.6
> CCC(C)NC(=O)NC(=O)CSc1nnc(-c2ccccc2F)n1C1CC1 (stereo not given)
  2	-30%	14%	5	-5%	2	2%	-9%	-0.8
> COc1ccc(CNCC(O)(c2ccccc2)c2ccc(Cl)cc2)cc1 (stereo not given)
  0	-5%	1%	2	?	?	-9%	-3%	-1.1
> Cc1n[nH]c(=O)c2c(NC(=O)CSc3c(Cl)cccc3Cl)oc(C)c12
  12	2%	2%	-26	-3%	10	-6%	?	-0.7
> Cc1c(NS(=O)(=O)c2ccc(N=NN(C)C)cc2)c(=O)n(-c2ccccc2)n1C
  -1	9%	-3%	0	5%	12	4%	3%	1.2
> Cc1cccc(C)c1NC(=S)N1CCCCCC1
  1	7%	0%	0	-4%	13	-4%	-6%	0.2
> COc1ccc(-c2nc3scc(-c4ccc(OC)c(OC)c4)c3c(=O)o2)cc1
  1	0%	-7%	.	-2%	1	-5%	-30%	4.1
> COc1ccccc1Cc1nc(-c2cccnc2)no1
  -5	6%	1%	0	2%	4	-7%	-1%	-0.5
> Cc1cc(C(=O)CSc2nnnn2-c2ccc(O)cc2)c(C)n1C
  6	25%	9%	-23	17%	8	?	24µM*	-0.4
> COCCn1c(C)cc(C(=O)CSc2ccc3ccccc3n2)c1C
  4	?	-6%	15	1%	37	-5%	0%	1.6
> CCN(CC)CCNC(=S)N1CCn2c(nc3ccccc32)C1
  -15	-17%	-1%	4	3%	2	1%	-8%	-1.4
> CC1CN(c2cc(=O)n(Cc3ccc(F)cc3)c(=O)[nH]2)CC(C)O1 (stereo not given)
  1	-1%	2%	-2	-2%	14	-10%	-5%	-0.6
> O=c1cc(CN2CCN(c3ccccc3O)CC2)nc2sccn12
  -6	4%	15%	-19	0%	7	-31%	-11%	-0.1
> CSCCC(NS(=O)(=O)c1cccs1)C(=O)NCc1cccs1 (stereo not given)
  8	-9%	-1%	-5	10%	-23	-2%	3%	-0.5
> CCOc1ccc(CNC(=O)C2CCCN(S(=O)(=O)c3ccc4c(c3)CCCC(=O)N4)C2)cc1 (stereo not given)
  5	18%	-7%	.	-4%	.	.	.	.
> Cc1ccccc1C1=NC(c2ccc(F)cc2F)ON1 (stereo not given)
  6	9%	-10%	2	-5%	-8	3%	-2%	-0.1
> CC1=N/C(=C\c2ccccc2Cl)C(=O)O1
  -15	-21%	-6%	-9	-5%	8	5%	3%	-2.2
> CCOc1ccc(S(=O)(=O)N(C)CC(=O)NCc2ccccn2)cc1
  2	19%	-2%	-8	-1%	5	5%	7%	-1.3
> O=C(N/N=C/c1cccnc1)c1cc2ccccc2cc1O
  -1	?	-5%	-17	-2%	-19	-2%	-8%	0.3

Some of the entries so far, with each value named.
Compound: CCOC(=O)c1ccc(S(=O)(=O)Nc2cc(C(=O)O)ccc2Cl)cc1
  DRD3 agonist = 3
  GLP-1R inv ag = 14%
  GLP-1R agonist = -1%
  PI5P4K alpha inh = 5
  HEK293 tox = 22%
  D3 antag = -17
  WRN inhibitor = -14%
  PLK1 PBD inh = ?
  IL2 activator = 0.9
Compound: Cc1cccc(-c2noc(-c3ccc(Cl)cc3[N+](=O)[O-])n2)c1
  DRD3 agonist = 4
  GLP-1R inv ag = -3%
  GLP-1R agonist = 15%
  PI5P4K alpha inh = -4
  HEK293 tox = 44%[activator]
  D3 antag = -9
  WRN inhibitor = 7%
  PLK1 PBD inh = -14%
  IL2 activator = -0.2

Going on with the list:
Order of results: DRD3 agonist	GLP-1R inv ag	GLP-1R agonist	PI5P4K alpha inh	HEK293 tox	D3 antag	WRN inhibitor	PLK1 PBD inh	IL2 activator
> O=C(O)c1ccc(N/N=C/C=C/c2ccccc2)cc1
  -3	13%	-1%	8	-2%	1	-10%	-5%	1.3
> Cn1cc2cc([N+](=O)[O-])ccc2n1
  0	25%	2%	3	13%	8	-24%	-4%	4.0
> CNc1c(NS(=O)(=O)c2cc(Cl)ccc2OC)c(=O)oc2ccccc12
  2	-20%	10%	4	-21%	10	0%	-2%	0.2
> Cc1cnc(C(=O)OCC(=O)Nc2oc(-c3ccccc3)c(-c3ccccc3)c2C#N)cn1
  -3	-30%	-8%	.	-13%	-28	-27%	?	-1.8
> Cc1cc(C(=O)CSc2nnnn2-c2ccc(O)cc2)c(C)n1Cc1ccc2c(c1)OCO2
  13	-15%	-8%	.	-34%	12	-6%	3%	-2.5
> CCOc1cc(Cl)c(S(=O)(=O)NCc2ccccn2)cc1Cl
  0	1%	-2%	.	45%[activator]	12	-7%	3%	0.2
> Cc1cc(S(=O)(=O)Nc2ccc(C(=O)N3CCN(c4ccccc4O)CC3)cc2)ccc1F
  32*	?	-3%	-4	11%	43	-20%	-4%	-1.7
> CCOC(=O)CC(NC(=O)CCc1c(C)nc2c(c(C)nn2-c2ccc(C)c(C)c2)c1C)c1ccc(C)cc1 (stereo not given)
  4	2%	-1%	.	5%	.	.	.	.
> C/C(=N\OC(=O)c1ccc(F)cc1)c1nccs1
  3	5%	0%	-2	6%	-15	5%	-5%	-0.1
> Cc1sc2ncnc(SCC(=O)NNC(=O)c3ccco3)c2c1C
  -3	21%	-3%	2	4%	12	-2%	-4%	-1.3
> CC1(C)NC(=O)N(CC(=O)OCC(=O)Nc2c(Br)cc([N+](=O)[O-])cc2Br)C1=O
  5	-3%	-3%	2	-10%	11	-4%	2%	-0.2
> Cc1nc2c(OCc3ccc(Cl)cc3Cl)cccn2c1N(C)CC1CC1
  -23	?	-5%	?	-7%	-58*	-3%	-13%	-0.6
> COc1ccc(N2C(=O)CCC(C(=O)N3CCC(C(N)=O)CC3)C2c2ccc(F)cc2)cc1 (stereo not given)
  -2	3%	-9%	0	2%	-21	6%	-11%	0.4
> Fc1ccc(Cn2cccc2C2=NC(c3ccccc3)CO2)cc1 (stereo not given)
  -4	-7%	0%	8	49%[activator]	1	-22%	-15%	-2.7
> CN(C)S(=O)(=O)c1cccc(NC(=O)CN2C(=O)NC(Cc3ccccc3)C2=O)c1 (stereo not given)
  0	15%	-1%	-2	-23%	6	10%	-1%	0.5
> NS(=O)(=O)c1cccc(NC(=O)CCSc2ccc(Cl)cc2)c1
  -4	19%	-2%	-10	-6%	-15	?	12µM*	0.2
> CCNc1nc(SCCOc2ccc(C)cc2)nc(N(C)C)n1
  5	-10%	9%	12	-19%	9	-2%	-6%	0.2
> O=C(O)CSc1nc2ccccc2n1-c1ccccc1
  3	16%	1%	2	19%	2	-15%	2%	-2.7
> COc1cc(N)ccc1NC(=O)c1cccs1
  0	22%	1%	6	-4%	-15	9%	-8%	-0.3
> O=C(Nn1cc(C(=O)Nc2ccccc2F)c2ccccc2c1=O)c1cnccn1
  -1	12%[7.66 µM]	-2%	3	-6%[7.66 µM]	10	-7%	3%	1.5
> COc1ccccc1C1CC(c2ccccc2)=NN1C(=S)Nc1ccccc1 (stereo not given)
  -6	?	1%	0	0%	-17	-8%	-2%	-4.7
> O=C(O)C1CCCN1c1nc(C(F)(F)F)nc2ccccc12 (stereo not given)
  2	17%	0%	1	1%	14	5%	4%	-0.2
> CN(C)CC#CCOC(c1ccccc1)c1ccccc1
  -14	?	-3%	7	0%	?	-4%	-2%	0.2
